Compound activity as filed in PubChem BioAssay.
IP6K1 inhibitor: Primary qHTS assay for small molecule inhibitors of Inositol hexaphosphate kinase 1 (IP6K1); Inositol hexakisphosphate kinase 1 (Homo sapiens), Q92551; 0.81% of 140,000 active; activity change, % (series mostly up to about 58 µM); IP6K1 kinase, ADP-Glo luminescence, 2 h; hits give low values; in the data active = activity change below about -25%
Target sequence (Q92551 whole entry, looked up): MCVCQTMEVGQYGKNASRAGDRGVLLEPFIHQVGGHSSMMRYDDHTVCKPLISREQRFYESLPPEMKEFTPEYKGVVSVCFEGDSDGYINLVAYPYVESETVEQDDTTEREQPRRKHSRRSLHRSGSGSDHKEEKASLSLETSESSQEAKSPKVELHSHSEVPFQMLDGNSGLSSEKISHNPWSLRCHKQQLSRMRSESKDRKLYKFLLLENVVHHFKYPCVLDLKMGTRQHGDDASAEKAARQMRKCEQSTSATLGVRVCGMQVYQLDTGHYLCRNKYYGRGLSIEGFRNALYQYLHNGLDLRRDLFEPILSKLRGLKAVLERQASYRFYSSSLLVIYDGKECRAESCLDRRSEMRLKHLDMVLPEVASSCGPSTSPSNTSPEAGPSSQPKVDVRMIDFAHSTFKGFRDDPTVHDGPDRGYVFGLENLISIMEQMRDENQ
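ADP-Glo luminescence measures ADP made by human IP6K1 during a 2 h RT reaction with ATP/IP6 (mix at 1.3 mM/130 uM); top library doses 57.5 and 19.1 uM final.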
GPT2 inhibitor: Primary qHTS assay for inhibitors of Glutamate pyruvate transaminase 2 (GPT2). Recombinant GPT2, coupled pyruvate oxidase/HRP Amplex Red fluorescence. Potency, µM (series often up to 57.7 µM), for inactives: at the top dose activity change, negative = inhibition, usual class: inhibitors. Alanine aminotransferase 2 (Homo sapiens), Q8TD30. 0.25% of 100,000 active; note: potency is the fitted concentration of half-maximal effect; nearly all actives have a fitted effect of over 60% in size; many of its hits are not listed in these tables
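Fluorescence read-out: pyruvate from GPT2 turnover coupled to pyruvate oxidase, HRP and Amplex Red (0.2mM ThPP, 0.2U/mL PO and HRP, 50uM Amplex final). Substrates 250uM a-KG, 2mM L-alanine; enzyme 10ng/uL; 30 min RT.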
HEK cytotox: Cytotoxic Profiling in HEK 293 Cell Line of Diverse Libraries Using Quantitative High-Throughput Screening. HEK 293 viability, ATP luminescence (CellTiter-Glo), 48-72 h. Potency, µM (top dose mostly 115 µM), without a hit: at the top dose activity change, negative = cytotoxicity, hits mostly inhibitors. 6.6% of 94,000 active; note: potency is the fitted concentration of half-maximal effect; nearly all actives have a fitted effect of over 60% in size
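Luminescence from cellular ATP, measured with CellTiter-Glo, indicates HEK 293 viability. Cells plated at 250 cells/well are treated with compound for 48 or 72 hr at 37 degree Celsius before reagent addition.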
SNCA expr inh: Primary qHTS assay for inhibitors of alpha-synuclein gene (SNCA) expression. HEK-293 SNCA-luciferase knock-in, luminescence, 24 h. Potency, µM (series often up to 57.2 µM), for the others: top-dose activity change, negative = inhibition, hits mostly inhibitors. 0.17% of 140,000 active;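 note: potency is the fitted concentration of half-maximal effect; plate controls were DMSO cells for no effect and cell-free wells for full effect; nearly all actives have a fitted effect of over 45% in size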
FLuc inh: Firefly luciferase inhibition profiling of diverse chemical library using quantitative high-throughput screening | Luciferin 4-monooxygenase (Photinus pyralis), P08659 | purified P. pyralis luciferase, luminescence, biochemical | Potency, µM (series often up to 115 µM), inactives show at the top dose activity change, negative = inhibition, actives largely listed as inhibitors | 2.5% of 76,000 active | AID 1347043, 2019; note: potency is the fitted concentration of half-maximal effect; nearly all actives have a fitted effect of over 65% in size
Target sequence (P08659 whole entry, looked up): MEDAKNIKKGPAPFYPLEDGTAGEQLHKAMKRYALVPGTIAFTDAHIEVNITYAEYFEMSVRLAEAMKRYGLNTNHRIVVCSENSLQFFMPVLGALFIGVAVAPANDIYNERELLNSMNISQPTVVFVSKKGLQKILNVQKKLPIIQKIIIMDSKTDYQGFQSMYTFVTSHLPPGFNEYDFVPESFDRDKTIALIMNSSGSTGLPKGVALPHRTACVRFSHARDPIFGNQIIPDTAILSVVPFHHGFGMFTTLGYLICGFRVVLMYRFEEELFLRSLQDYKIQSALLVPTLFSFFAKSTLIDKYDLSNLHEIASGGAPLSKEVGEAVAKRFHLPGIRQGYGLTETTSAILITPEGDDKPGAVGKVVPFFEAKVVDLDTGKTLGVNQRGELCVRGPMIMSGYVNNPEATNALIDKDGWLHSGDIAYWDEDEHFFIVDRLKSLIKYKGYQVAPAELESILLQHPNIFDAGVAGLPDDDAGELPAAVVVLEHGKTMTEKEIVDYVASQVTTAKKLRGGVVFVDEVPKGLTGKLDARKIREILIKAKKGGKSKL
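Purified 10nM P. pyralis luciferase with 10uM D-luciferin and 10uM ATP in 50mM Tris acetate pH 7.5, 10mM Mg acetate, 0.01% Tween-20, 0.05% BSA. qHTS titration; luminescence read by CCD imager.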
3T3 cytotox: Cytotoxic Profiling in NIH 3T3 Cell Line of Diverse Libraries Using Quantitative High-Throughput Screening; Potency, µM (highest dose often 96.7 µM), inactives show at the top dose activity change, negative = cytotoxicity, hits mostly inhibitors; AID 1345082, 2018; NIH 3T3 viability, CellTiter-Glo ATP luminescence, 48-72 h; 4.3% of 94,000 active; note: potency is the fitted concentration of half-maximal effect; nearly all actives have a fitted effect of over 55% in size
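Cells were seeded at 400 per well, treated with pin-transferred compound, and kept 48 or 72 hr at 37 °C before CellTiter-Glo addition and luminescence imaging of cellular ATP.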
SNCA viab count: GF-AFC viability counterscreen for inhibitors of alpha-synuclein gene (SNCA) expression; 0.12% of 150,000 active; Potency, µM (titrated, usually from 57.1 µM), without a hit: top-dose activity change, negative = cytotoxicity, usual class: cytotoxic; AID 1671193, 2021; HEK-293-SNCA-luc viability, GF-AFC fluorescence, 24 h;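 note: potency is the fitted concentration of half-maximal effect; 0% = DMSO-treated cells and -100% = medium-only wells without cells; nearly all actives have a fitted effect of over 30% in size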
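Cytotoxicity counterscreen: after 24 h compound treatment of genome-edited SNCA-luciferase HEK-293 cells, live-cell protease substrate GF-AFC read by fluorescence after 30 min; activity scaled between DMSO (0%) and medium-only (-100%), curves Hill-fitted.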
* = called active by the depositor; i = inactive; ? = inconclusive; . = no result given; [ ] = remark or other dose. Unless noted, calls come from the whole dose curve; as a rule, active = well fitted curve in the direction sought with a large enough effect; inconclusive = small, poorly fitted or top-dose-only effect, or another doubt; inactive = no such curve, though single readings can be large; an effect the other way counts as inactive or inconclusive. Unless noted, % is set by controls: 0 for no effect and ±100 for the full control effect. Not a hit list; 7.7% or so of the library scored in one or more.

nr	SMILES	IP6K1 inhibitor	GPT2 inhibitor	HEK cytotox	SNCA expr inh	FLuc inh	3T3 cytotox	SNCA viab count
1	CCOc1ccccc1CNC(=O)c1cc2cn(C(C)C)cc2s1	6.5	?	?	17.8%	-9.1%	-13.0%	-11.4%
2	c1ccc2oc([C@H]3CCN(C4CCOCC4)C3)nc2c1	3.5	i	-12.8%[230 µM]	100.5%[activator][87.6 µM]	79.4µM*	i	0.5%[87.6 µM]
3	CCOc1ccc(C(=O)N2[C@@H]3CC[C@H]2CC(NC(=O)c2cnc(C)cn2)C3)cc1OCC (some centres undefined)	5.3	-9.5%	1.0%	-22.9%	0.8%	-12.0%	-1.5%
4	CC(C)(C)c1ccc(S(=O)(=O)N2CCC(c3ccncc3)CC2)cc1	9.5	.	.	?	.	.	-15.5%
5	Cc1ccccc1CN1CCOc2cc([S+](=O)([O-])N(C)C)ccc2C1	5.1	i	?	-29.3%[87.6 µM]	-3.3%[172 µM]	?	-2.0%[87.6 µM]
6	COc1ccc(CCNC(=O)Cc2c(C)c3cc4c(C(C)(C)C)coc4c(C)c3oc2=O)cc1	12.1	.	.	18.6%	.	.	-18.4%
7	Cc1cc(C)cc(OCC(=O)Nc2nc3c(s2)CC(C(C)(C)C)CC3)c1 (centres undefined)	17.0	.	.	18.3%	.	.	-0.9%
8	CC(C)C(=O)N[C@@H]1C[C@H](COc2ccc(S(C)(=O)=O)cc2)[C@@H](O)[C@H]1O	-1.0	0.8%[88.5 µM]	i	5.2%[87.6 µM]	-4.8%[172 µM]	i	4.3%[87.6 µM]
9	COc1c2c(c(C)c3c1C(=O)OC3)O[C@@]1(C)CC(O)C(C(C)(C)O)[C@](C)(CCC(=O)O)[C@H]1C2 (some centres undefined)	12.4	?	.	.	.	.	-12.7%[23.9 µM]
10	CN(Cc1ccc(F)cc1)c1ccc2ncc(Nc3cccc(O)c3)n2n1	-17.2	?	63.1µM*	?	3.4%[172 µM]	?	14.0%[87.6 µM]
11	Cc1cc(C)c(S(=O)(=O)NCCn2c(C)cnc2C2CC2)cc1C	-11.2	i	-29.3%	-14.2%	-8.0%	?	6.9%
12	Cc1ccc(NC(=O)Cn2c(N3CCC(C)CC3)nc(C)cc2=O)cc1	0.4	-20.2%	?	-27.4%	1.8%	?	-10.3%
13	Cc1ccc(C)c(CNC(=O)CCn2cccn2)c1	-1.5	.	.	43.1%[activator]	.	.	5.8%
14	O=C(c1ccoc1)N1CCC(Cc2nc(-c3ccncc3)n[nH]2)C1 (centres undefined)	-4.4	3.2%	-7.1%	?	-2.2%	-5.4%	4.8%
15	COc1ccc(-c2noc(-c3nc(-c4ccccc4F)no3)n2)cc1OC	7.6	0.2%	-3.4%	34.4%[activator]	-4.5%	i	3.7%
16	CCOC(=O)N1CCc2c(sc3c2C(=O)NC(c2ccc(C(=O)OC)cc2)N3)C1 (centres undefined)	26.3	.	.	21.9%	.	.	-0.1%
17	CSc1ccc(-c2cccc(C(=O)NCC(=O)NCC(F)(F)F)c2)cc1	5.1	-38.4%	?	-9.7%	.	-27.1%	2.6%
18	CCOc1ccc(NC(=O)c2cc(C)nc3c2c(C)nn3-c2ccc(C)cc2)cc1	13.2	.	.	12.6%	.	.	1.3%
19	O=C(c1ccncc1)N1CCC(Cc2noc(-c3ccccc3)n2)C1 (centres undefined)	3.0	1.5%	?	?	-2.6%	-10.6%	?
20	O=C(c1ccccc1F)N1C[C@@H](COCC2CC2)[C@H](c2ccccn2)C1	0.1	-1.7%	-22.8%	-1.7%	-13.8%	-20.6%	-2.7%
21	CC(=O)Nc1ccc(C2(C(=O)NCc3ccc(C)cc3)CCC2)cc1	-9.5	i	-4.6%	-0.1%	13.0%	i	2.2%
22	C[C@H]1[C@@H]2[C@@H](O)[C@H]([C@H](C)C(=O)N3CCOCC3)CC[C@@]2(C)CC[C@@H]1NC(=O)c1cncnc1	10.0	2.7%	i	4.3%	1.0%	4.0%	1.2%
23	COc1cc(Cl)ccc1C(=O)N1CCN(c2cc(-c3cccs3)[nH]n2)CC1	10.5	i	25.1µM*	?	9.9%	?	-13.2%
24	CCC(Sc1nnc(-c2ccc(F)cc2)c(-c2ccc(F)cc2)n1)C(=O)NC1CCCC1 (centres undefined)	-11.0	.	.	44.1%[activator]	.	.	-8.6%
25	CC1CCC(NC(=O)CN2C(=O)NC3(CCC(C)CC3)C2=O)CC1 (centres undefined)	-10.6	4.4%	-12.9%	-0.6%	2.1%	-15.6%	1.3%
26	Cn1ncc2c(C(=O)NC3CC3)cc(-c3ccccc3F)nc21	-8.5	.	?	.	.	?	.
27	Cc1cccc(-c2nocc2CCC(=O)NCc2cccs2)c1	13.7	0.0%	-19.8%	?	-2.6%	-8.2%	-0.1%
28	COCCC(=O)N1CCCCCC1c1nnc(-c2ccccc2)o1 (centres undefined)	-6.7	i	-6.0%	-4.7%	-1.4%	i	-18.9%
29	CCn1c(=O)c2ccnn2c2ccc(C(=O)NC3CCCCC3)cc21	0.3	?	?	14.6%	-9.5%	-12.4%	12.5%
30	Cc1c(C(=O)Nc2ccc(N3CCC(N4CCOCC4)CC3)c(C#N)c2)cnn1-c1ccc(Cl)cc1	11.1	1.7%	.	.	.	.	?
31	COc1ccc(S(=O)(=O)c2c(O)c3ccc(C(=O)NCc4ccc(F)cc4)cc3[nH]c2=O)cc1	4.1	.	.	-14.1%	.	.	11.6%
32	COc1ccc(-c2noc([C@@H]3CCCN3C(=O)c3ccc(F)cc3Cl)n2)cc1	-2.1	?	?	0.3%	-21.5%	?	-22.2%
33	CCCCCn1cc2c(c1-c1ccccc1Br)c(=O)n(C)c(=O)n2C	11.6	.	.	15.9%	.	.	-11.7%
34	COCCN1CCCC2(CCN(C(=O)CCc3ccc(C)cc3)C2)C1=O (centres undefined)	13.2	-9.8%	?	1.6%	-11.5%	-5.2%	11.6%
35	CN(CCCn1ccnc1-c1cnc[nH]1)c1ccccc1	8.1	3.1%	?	-29.6%	-4.0%	?	-5.3%
36	Cc1ccc(-n2c(SCC(=O)Nc3ccc4c(c3)OCO4)nc3c([nH]c4ccccc43)c2=O)cc1	-12.4	.	.	61.9%[activator]	.	.	-2.2%
37	Cc1cc(O)c(C(c2ccccc2Cl)N2CCN(c3ccccc3)CC2)c(=O)n1Cc1ccco1 (centres undefined)	3.7	.	.	2.5%	.	.	3.9%
38	CCCOc1ccc(C(=O)N(Cc2ccco2)Cc2ccco2)cc1	44.1	.	.	61.1%	.	.	9.4%
39	Cn1nc(C(=O)N2CCC3(CC2)CC(CO)N(C(=O)c2ccccc2)C3)c2ccccc21 (centres undefined)	-3.0	i	-13.8%	12.2%	6.2%	?	7.7%
40	O=C(CCc1nnn2c1CN(S(=O)(=O)c1ccccc1)CC2)NC1CC1	-3.1	i	i	-6.1%	-1.3%	-9.6%	8.4%
41	Cc1cccc(-n2cc(CN3CC[C@H](CO)[C@@H](O)C3)cn2)c1	8.7	2.6%	-13.1%	80.8%[activator]	-26.2%	-19.6%	-3.3%
42	Cc1noc(C)c1CN1CCNc2cnc(OCc3cccnc3)cc2C1	-2.5	3.3%[88.5 µM]	?	-3.2%[87.6 µM]	2.1%[172 µM]	-27.8%[138 µM]	3.5%[87.6 µM]
43	O=C(O)COCC(=O)N[C@H]1CCN2C(=O)c3cc(-c4ccc5c(c4)OCO5)ccc3NC(=O)[C@H]12	-6.4	-0.3%	0.1%	-5.8%	-6.7%	0.9%	1.3%
44	O=C(c1ccc(Cl)cc1)N1CCN(c2ccnc3cc(Cl)ccc23)CC1	-9.5	2.1%	.	.	.	.	-18.3%
45	CCCCNC(=O)CCCn1c(=O)c2ccccc2n(Cc2c(C)cc(C)cc2C)c1=O	5.9	.	.	1.7%	.	.	-2.3%
46	O=C(Cc1ccccc1F)N1CCC(CCOc2ccccc2)C1 (centres undefined)	23.4	3.8%	?	0.3%	-8.2%	?	-5.6%
47	Cc1nn(-c2ccccc2)c2c1C(C)N(C1CCN(C(=O)c3cccc(C(F)(F)F)c3)C1)C2=O (centres undefined)	-0.5	.	35.5µM*	.	.	?	.
48	CC(=O)Nc1nonc1-c1nnc(SCC(=O)Nc2ccccc2)n1-c1ccccc1	-4.9	.	.	0.6%	.	.	4.4%
49	CCS(=O)(=O)N1CC(C(=O)NCCc2ccncc2)C2(CCOCC2)C1 (centres undefined)	1.8	-6.7%	-10.6%	7.6%	1.1%	2.7%	0.4%
50	Cc1ccc(-c2nc(CS(=O)CC(=O)N3CCN(c4cccc(Cl)c4)CC3)c(C)o2)cc1 (centres undefined)	4.7	.	.	29.3%	.	.	3.7%
51	COc1ccc(OC)c(CNC(=O)c2nnn3c2COC(c2ccc(F)cc2)C3)c1 (centres undefined)	-15.1	i	?	-8.3%	6.0%	?	3.4%
52	COc1cccc(NC(=O)CN2C(=O)NC3(CCS(=O)(=O)CC3)C2=O)c1	-1.5	i	5.1%	64.6%[activator]	-9.1%	i	3.0%
53	CCCc1ccc(OCC(=O)Nc2sc3c(c2C(=O)OCC)CCC(C(C)(C)C)C3)cc1 (centres undefined)	2.2	.	.	1.5%	.	.	19.3%
54	CCCNc1cc(N2CCC(CCC(=O)NCCN3CCCCCC3)CC2)ncn1	20.4	i	-19.9%	?	-15.7%	-7.4%	-2.6%
55	Cc1ccc(-c2nnc(Nc3ccc(O)cc3)c3ccccc23)cc1S(=O)(=O)NC(C)(C)CO	-10.1	.	.	20.8%	.	.	?
56	CCC[C@H]1CN(C(=O)c2cc(F)ccc2OC)C[C@@H]1N	5.7	-7.0%	-1.4%	-15.5%	10.8%	-0.6%	3.8%
57	O=C(NCCC1=CCCCC1)C1CCN(C(=O)c2ncn3c2COC(c2ccc(Cl)cc2)C3)CC1 (centres undefined)	-18.2	i	?	1.9%	?	-23.9%	-9.8%
58	O=C(C1CC1)N1CCC2(CC1)CC(c1cccc(C(F)(F)F)c1)=NO2	11.7	.	56.2µM*	.	.	?	.
59	CC(=O)Nc1ccc(CN2CCC(N3CCOC3=O)CC2)cc1	-10.9	i	i	23.1%	.	1.2%	3.5%
